High-throughput results from PubChem BioAssay.
EBV gp42 block: Epstein-Barr virus gp42 inhibitors, primary screen, biochemical, uHTS, fluorescence polarization. Fluorescence polarization binding assay, mP read-out. inhibition, % (tested at 21.74 µM). hit rate 0.42% among 220,000; in the data active = inhibition above about 50%
Cl transport mod: KCC2 cotransporter modulators, thallium flux, primary screen, cell-based, HEK293 KCC2, FluoZin-2 fluorescence, MLSMR | Solute carrier family 12 member 5 (Homo sapiens), Q9H2X9 | KCC2 cells, thallium flux FluoZin-2 fluorescence | B-score of Tl+ flux slope (higher = more flux/activation; lower = inhibition) at 10 µM | hit rate 2.2% among 190,000;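 active = thallium flux slope and its plate-corrected score both differing from the plate sample mean at a set confidence after two filtering rounds, in either direction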;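 note: slope of fluorescence scaled to starting intensity during 10 to 20 s after thallium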
m-calpain inh: inhibitors of pig calpain II, primary screen, biochemical, fluorogenic peptide substrate, 1536-well. purified calpain II, 30 min. inhibition, % at 16 µM. hit rate 0.37% among 220,000;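 active = inhibition above about 50%, limit read from the data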
Mdm2 ligase inh: MDM2-luciferase reporter signal enhancers, primary screen, MDM2 E3 ligase inhibitor project, cell-based, luminescence, 1536-well. E3 ubiquitin-protein ligase Mdm2 (Homo sapiens), Q00987. cell-based MDM2 ubiquitination luciferase reporter, 2 h; 0 = plate control, 100 = twice control, blank-subtracted. signal enhancement, % at 5 µM. hit rate 0.11% among 210,000. AID 1230, 2008;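 active = signal enhancement of 30% or more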;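 note: luminescence tracks abundance of the self-degrading MDM2-luciferase fusion protein; higher signal means inhibition of MDM2 E3 ligase activity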
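Buffer or medium: Cells held in DMEM | Assay system: Stable mammalian line carrying autodegrading MDM2–luciferase fusion reporter | Quantity: 2000 cells/well | Times: 4 h settle plus 2 h compound, 37 °C | Doses: One concentration, 5 µM, with 0.2% DMSO | Technique: Luminescence with SteadyLite reagent, 15 min at room temperature | Benchmarks: Plate controls and plate blanks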
eIF4E 4G PPI: eIF4E–eIF4G protein interaction inhibitors, primary screen, biochemical, uHTS, TR-FRET, eIF4GI fragment | Eukaryotic translation initiation factor 4E (Mus musculus) + Eukaryotic translation … | TR-FRET eIF4E-eIF4GI(517-606) binding, 2 h | inhibition, % at 21.7 µM | hit rate 0.37% among 220,000 | AID 782, 2007;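 active = inhibition above about 30%, limit read from the data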;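 note: 0% = full FRET control wells and 100% = background wells lacking eIF4GI fragment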
zVAD death inh: inhibitors of zVAD-triggered necroptosis, primary screen, L929 cells; L929 zVAD necroptosis rescue, ATP luminescence, 24 h; with zVAD 60 µM; viability rescue, % at 10 µM; hit rate 0.38% among 220,000; AID 1377, 2008;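 active = activation, scaled between plate controls, above about 75%, limit read from the data; inactive = activation under that limit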;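 note: 0% = zVAD with DMSO and 100% = DMSO alone without zVAD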
Rad51 HR inh: human RAD51 strand exchange inhibitors, primary screen, biochemical, fluorescence. hRad51 DNA strand exchange, fluorescence dequenching. hit rate 0.085% among 200,000. DNA repair protein RAD51 homolog 1 (Homo sapiens), Q06609. AID 1385, 2008. inhibition, % at 10 µM;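 active = inhibition above 40% at the single screening dose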;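 note: 0% = DMSO control wells and 100% = blanks with heterologous ssDNA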
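System: hRad51 filaments on single-stranded DNA; reagent: Fluorescein- and BHQ1-tagged 47-mer duplex; compound dosing: one concentration, 10 µM final; timing: filaments 15 min 37 °C, then compound 30 min; measured by: fluorescein emission 520 nm, excitation 485 nm; benchmarks: per-plate controls and blanks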
PERK inh: block of dimerizer-induced PERK translation repression, primary screen, PERK inhibitor project, CHO PERK-DD cells, SEAP luminescence, HTS; hit rate 0.17% among 220,000; inhibition, % at 5.6 µM; CHO PERK-DD fusion, SEAP luminescence translation reporter; AID 1416, 2008;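 active = inhibition above the mean inhibition of all tested compounds plus 3 SD, set separately per screening campaign, cut at about 2.9% in these data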;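 note: PERK kinase domain activated by AP20187 dimerizer at 100 nM; 0% = DMSO with dimerizer and 100% = rapamycin at 8.4 µM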
Target sequence (Q9NZJ5 whole entry, looked up, the tested form may be a part): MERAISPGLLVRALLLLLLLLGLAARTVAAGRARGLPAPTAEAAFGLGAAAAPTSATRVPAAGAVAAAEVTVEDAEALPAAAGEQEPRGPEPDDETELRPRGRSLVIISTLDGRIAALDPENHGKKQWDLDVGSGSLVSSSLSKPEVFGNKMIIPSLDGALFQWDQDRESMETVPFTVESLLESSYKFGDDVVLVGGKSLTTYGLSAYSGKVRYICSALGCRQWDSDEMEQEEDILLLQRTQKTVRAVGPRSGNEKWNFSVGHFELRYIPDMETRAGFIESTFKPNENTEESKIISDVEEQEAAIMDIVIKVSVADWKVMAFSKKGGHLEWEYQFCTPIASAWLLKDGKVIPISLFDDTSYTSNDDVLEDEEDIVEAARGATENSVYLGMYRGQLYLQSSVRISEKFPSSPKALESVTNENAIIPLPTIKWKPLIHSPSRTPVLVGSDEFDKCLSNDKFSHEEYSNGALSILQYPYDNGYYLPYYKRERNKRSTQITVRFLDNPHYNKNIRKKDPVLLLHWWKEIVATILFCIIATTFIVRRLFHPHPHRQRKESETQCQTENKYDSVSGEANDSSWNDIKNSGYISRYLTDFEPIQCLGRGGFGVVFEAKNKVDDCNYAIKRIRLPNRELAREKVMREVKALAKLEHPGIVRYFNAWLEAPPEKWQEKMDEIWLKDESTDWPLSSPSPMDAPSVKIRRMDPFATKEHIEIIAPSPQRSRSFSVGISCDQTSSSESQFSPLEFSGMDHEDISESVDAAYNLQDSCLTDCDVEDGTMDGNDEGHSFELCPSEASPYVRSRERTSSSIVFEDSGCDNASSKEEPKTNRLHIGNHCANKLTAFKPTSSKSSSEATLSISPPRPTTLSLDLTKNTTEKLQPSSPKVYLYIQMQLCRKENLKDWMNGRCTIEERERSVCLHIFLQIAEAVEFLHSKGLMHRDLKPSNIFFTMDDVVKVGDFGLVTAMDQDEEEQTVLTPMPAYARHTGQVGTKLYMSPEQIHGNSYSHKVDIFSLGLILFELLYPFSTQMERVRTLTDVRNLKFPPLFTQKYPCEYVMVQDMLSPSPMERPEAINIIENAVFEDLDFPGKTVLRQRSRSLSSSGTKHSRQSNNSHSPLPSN
TNF necrop inh: inhibitors of TNF-alpha triggered necroptosis, primary screen, cell-based, Jurkat FADD-/-, single concentration | activation (protection from cell death), % at 10 µM | Jurkat FADD-/- TNF necroptosis rescue, ATP luminescence, 24 h; 0 = TNF only, 100 = no-TNF cells | hit rate 0.068% among 220,000;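 active = activation, meaning protection from cell death, of at least 50% relative to plate controls; inactive = activation below 50%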;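 note: necroptosis triggered by 40 ng/mL TNF-alpha added together with compound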
* hit, by the source's call; / = not tested or not shown; [ ] = remark or other dose.

The first 5 entries (preview)
SMILES | EBV gp42 block | Cl transport mod | m-calpain inh | Mdm2 ligase inh | eIF4E 4G PPI | zVAD death inh | Rad51 HR inh | PERK inh | TNF necrop inh
O=C1c2ccccc2C(=O)N1OS(=O)(=O)c1ccccc1 | -11 | -0.45 | -13 | / | 11[fluorescence artefact?] | 0.2 | / | 0.5 | 1.1
COc1ccc(Br)cc1C(=O)O | -17 | 0.09 | -12 | -5 | 3 | -0.5 | 4 | 0.5 | 1.0
CCOc1cc(/C=C/c2ccc3cccc([N+](=O)[O-])c3n2)ccc1O | -5 | -0.5 | 28 | -52 | 0[fluorescence artefact?] | 2.3 | -2 | -0.7 | 1.3
CC(Sc1cnccn1)C(=O)O (stereo unspecified) | -1 | -0.0065 | -23 | -1 | 1 | 1.0 | -1 | 1.2 | -0.5
COc1ccc(C2Nc3ccccc3C(=O)N2Cc2ccco2)cc1COc1ccccc1F (stereo unspecified) | -15 | -2 | -423 | -23 | 2 | -0.4 | -3 | -1.0 | 1.7

The list itself, from the start:
SMILES | EBV gp42 block | Cl transport mod | m-calpain inh | Mdm2 ligase inh | eIF4E 4G PPI | zVAD death inh | Rad51 HR inh | PERK inh | TNF necrop inh
O=C1c2ccccc2C(=O)N1OS(=O)(=O)c1ccccc1 | -11 | -0.45 | -13 | / | 11[fluorescence artefact?] | 0.2 | / | 0.5 | 1.1
COc1ccc(Br)cc1C(=O)O | -17 | 0.09 | -12 | -5 | 3 | -0.5 | 4 | 0.5 | 1.0
CCOc1cc(/C=C/c2ccc3cccc([N+](=O)[O-])c3n2)ccc1O | -5 | -0.5 | 28 | -52 | 0[fluorescence artefact?] | 2.3 | -2 | -0.7 | 1.3
CC(Sc1cnccn1)C(=O)O (stereo unspecified) | -1 | -0.0065 | -23 | -1 | 1 | 1.0 | -1 | 1.2 | -0.5
COc1ccc(C2Nc3ccccc3C(=O)N2Cc2ccco2)cc1COc1ccccc1F (stereo unspecified) | -15 | -2 | -423 | -23 | 2 | -0.4 | -3 | -1.0 | 1.7
COc1ccc(-c2nnc(SCc3cccc(C)c3)n2N)cc1 | -6 | -0.0054 | -10 | 5 | 2 | 0.0 | -4 | 0.9 | -0.9
N#CC(C(=O)NC1CCCCC1)c1nc2ccccc2nc1N1CCN(c2ccc(F)cc2)CC1 (stereo unspecified) | 14 | -0.12 | -13 | -6 | 1 | 0.0 | -38 | 1.2 | -1.7
CC1=C[C@H]2OC(=O)[C@@H](C)[C@H]2C[C@@H]2[C@H]1C[C@@H](O)[C@@]2(C)O | -8 | 0.0053 | 1 | -11 | -2 | -0.5 | -6 | / | 0.5
CC/C(CC(C)(C)c1ccccc1)=N\O | -7 | / | 1 | -2 | 11[fluorescence artefact?] | 4.4 | 4 | 1.6 | -0.3
Cc1ccc(COc2coc(CO)cc2=O)cc1 | -7 | / | 17 | -19 | 6 | 0.5 | -6 | 1.7 | -2.6
C/C(=N\NC(=S)NC1CCCCC1)c1ccc(OC(F)F)cc1OC(F)F | -12 | 0.26 | 54* | 6 | -2 | 5.2 | 4 | -0.2 | 0.1
CS(=O)(=O)NCCOc1ccc(S(=O)(=O)NCCOc2ccccc2)cc1 | -2 | 0.1 | -18 | 6 | 1 | -0.2 | 1 | 2.3 | 0.7
CC(=O)Nc1ccc(S(=O)(=O)NCc2ccccn2)cc1 | -9 | -0.045 | -20 | -6 | 9 | -0.1 | -14 | 0.9 | -0.3
Nc1cc(=O)[nH]c(SCC(=O)Nc2ccc(Cl)c(Cl)c2)n1 | -12 | -1.3 | -20 | -3 | 7[fluorescence artefact?] | 0.7 | -3 | 1.2 | 2.1
CCn1c(=O)n(CC)c2cc(S(N)(=O)=O)ccc21 | -9 | -0.029 | -17 | -4 | 1 | -0.1 | -1 | 2.1 | -0.1
COc1cc(OC)c(NC(=O)c2ccc3c(SCC(=O)O)c4c(nc3c2)CCCC4)cc1Cl | 8 | -0.38 | -158 | 2 | -1 | 9.5 | 18 | 1.0 | 1.7
COc1ccccc1N1CCN(C(=O)CCCn2c(=O)[nH]c3ccsc3c2=O)CC1 | 0 | -0.069 | -5 | -13 | -4 | 0.1 | 5 | -0.1 | -1.9
O=c1cc(NCc2ccco2)[nH]c(=O)n1-c1ccc(Br)cc1 | -13 | 0.6 | -45 | -16 | 6 | -0.7 | -3 | 2.0 | -1.6
Cc1nc2ccccc2nc1N1CCCC1 | -10 | -0.1 | 0 | -9 | 0 | 0.1 | 0 | 1.7 | 2.1
Fc1ccc(/C=N/Nc2nc3ccccc3[nH]2)cc1F | 8 | -0.57 | -11 | -33 | 2 | 55 | 14 | -0.5 | 17
O=C1C2C3C=CC(C3)C2C(=O)N1CNc1ccccn1 (stereo unspecified) | -19 | 0.4 | 4 | -14 | -3 | -0.3 | -1 | 1.0 | 0.8
COC(=O)c1cnc(NNC(=O)c2ccc([N+](=O)[O-])cc2)nc1C(F)(F)F | 10 | 3.5* | 13 | -10 | -1 | 0.6 | 23 | 1.5 | -1.1
Cc1cc(=O)oc(C)c1C(=O)Nc1cnc2ccccc2c1 | 6 | -0.1 | -11 | -6 | 5 | 2.6 | -36 | -0.9 | 0.4
Cc1c(CCOC(=O)C23CC4(C)CC(C)(CC(C)(C4)C2)C3)sc[n+]1CC(=O)c1ccccc1 | -10 | 1.9 | 24 | -3 | 4 | 0.1 | -64 | 0.6 | -7.1
COc1cccc(C(=O)Nc2cc(C)ccc2NC(=O)COc2ccccc2)c1 | 2 | 0.027 | -5 | -3 | -5[fluorescence artefact?] | 1.0 | / | 0.4 | -5.3
Cc1cc2nc3ccc(=[N+](C)C)cc-3sc2cc1N | -8 | -0.52 | 21 | -18 | -40 | 5.0 | 3 | 1.9 | -33
C=CCN1C(=O)C(Cc2ccc(OCC)cc2)SC1=Nc1ccc(C(=O)O)cc1 (stereo unspecified) | -11 | 0.35 | -17 | 0 | -2 | 0.5 | -10 | 0.3 | 1.0
N/C(=N\OC(=O)Cc1ccccc1)c1ccc(Br)cc1 | -17 | 0.45 | 37 | -8 | 7 | 0.8 | 11 | 1.4 | 1.4
CCOC(=O)C1CCN(C(=O)c2cccnc2Cl)CC1 | -4 | 0.77 | 8 | -13 | -3 | 0.2 | 8 | 1.3 | -0.6
Cc1ccc(/C=C/c2nnc(-c3ccccc3)o2)cc1 | -11 | 0.48 | -21 | -13 | -3 | 0.0 | -1 | -0.3 | -3.4
O=C(O)C1CC=CCC1C(=O)NCCc1csc(-c2ccccc2)n1 (stereo unspecified) | 0 | 0.56 | -15 | / | 1 | / | 4 | 1.2 | 0.7
CC(=O)Oc1cccc(/C=c2\sc3nc(-c4ccco4)nn3c2=O)c1 | -16 | / | -3 | 6 | 1 | -0.4 | -9 | 0.6 | -0.3
CC(OC(=O)Cc1ccc(Cl)cc1)C(=O)NCCC1=CCCCC1 (stereo unspecified) | -11 | -1.8 | 6 | -3 | 3 | 0.2 | / | 2.4 | 0.8
CCC(CC)c1nnc(NC(=O)c2cccc(S(=O)(=O)N3CCc4ccccc43)c2)s1 | -20 | -0.0058 | -26 | 8 | 0 | 0.0 | 7 | -0.2 | -0.8
CSC1=NCCN1C(=O)c1ccc(S(=O)(=O)N2CCCC2)cc1 | -9 | 0.029 | 10 | -22 | -5 | 1.4 | 0 | 1.7 | 3.0
CC(C)(C)c1ccc2c(c1)C(=O)c1ccccc1C2=O | -2 | 0.02 | -3 | -40 | 7 | 28 | -2 | 0.5 | -1.3
O=C(CSc1nnnn1-c1ccc2c(c1)OCCO2)Nc1nc2c(s1)CCCC2 | -1 | -2.5 | 10 | -16 | -5 | 84* | -8 | -0.2 | 1.6
O=C(O)c1ccccc1C(=O)NCc1ccccc1 | -10 | -0.15 | 15 | -13 | 1 | -0.6 | -8 | 0.7 | 0.0
CC1(C)CC(=O)C(C(=O)c2ccccc2)C(=O)C1 | -16 | -1 | -10 | 4 | -1 | 2.7 | 4 | 1.2 | 0.7
CCNc1nc(NCC)nc(C(=O)OCCO)n1 | -4 | -0.7 | 7 | -10 | 1 | 0.7 | -4 | 1.6 | 0.0
CCCc1nn(C)c2c(=O)[nH]c(-c3cc(S(=O)(=O)Nc4ccc(NC(C)=O)cc4)ccc3OCC)nc12 | -7 | 0.39 | -59 | -8 | -1 | 61 | / | -0.1 | 9.1
CCC(C)(C)NC(=O)CN(C(=O)c1snc(C(N)=O)c1N)c1ccc2c(c1)OCO2 | -4 | / | 6 | 11 | 9 | -0.3 | 4 | -0.1 | -1.1
CC(C)(C)CC(=O)OCC(=O)Nc1cc(C(C)(C)C)nn1-c1ccccc1 | -23 | 0.43 | -8 | -14 | 7 | -0.2 | 7 | -0.1 | 1.9
Cc1cc(C)c2nc(NNC(=O)c3ccc(S(=O)(=O)N4CCCCC4)cc3)sc2c1 | 8 | -0.063 | -52 | / | 6 | / | 3 | -0.2 | -16
C[n+]1cnc(-c2ccccc2)cc1-c1ccccc1 | -37 | 0.058 | -6 | 0 | 7[fluorescence artefact?] | 0.7 | -42 | 2.2 | 2.5
COc1cc(OC)cc(C(=O)N2CCN(c3ncccn3)CC2)c1 | -20 | 0.095 | 5 | -22 | 4 | -0.3 | -8 | 0.9 | -1.4
CNC(=O)CCCCC(=O)N/N=C/c1ccc(Cl)cc1Cl | -14 | -1 | -19 | 5 | 0 | -0.3 | 14 | 0.3 | 0.9
Nc1nc(SCC(=O)N2N=C(c3ccc(Cl)cc3)CC2c2ccco2)n[nH]1 (stereo unspecified) | -12 | -1.4 | 25 | 7 | 2 | 1.1 | -16 | 0.1 | -5.6
CC1=C(C(=O)OC(C)C)C(c2ccccn2)n2ncnc2N1 (stereo unspecified) | -4 | -0.28 | -10 | -6 | 1[fluorescence artefact?] | 0.3 | 3 | 1.1 | 2.4
NNC(=O)CNC(=O)C12CC3CC(CC(C3)C1)C2 | -6 | 1.1 | -14 | -10 | 2 | 0.0 | -41 | -0.5 | -0.6
O=C(NCc1ccc(Cl)cc1)c1ccc(Br)o1 | -23 | 0.036 | -8 | -13 | -1[fluorescence artefact?] | 0.1 | 0 | -0.2 | 2.1
O=C(Cc1ccc([N+](=O)[O-])cc1)N1N=C(C2CC2)CC1(O)C(F)(F)F (stereo unspecified) | 3 | -0.72 | 34 | -5 | 1 | 0.2 | 1 | 1.6 | -0.7
CCc1[nH]c(=S)c(C#N)c2c1CCCC2 | -9 | 16* | -7 | -2 | 9 | / | / | -0.1 | -0.9
